M1 PAM parental = M1 PAM counterscreen hit in parental CHO-K1 cells. ATP EC20, Fluo-8 calcium fluorescence; 0% at ATP EC20, 100% at ATP max. activation, % at 3 µM. 360,000 tested, 0.02% active. AID 602247;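 active = activation above the run cutoff, the mean activation of all test compounds plus 3 SD, cut at about 40% in these data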;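 note: peak over basal fluorescence ratio in a 140 s read after ATP addition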
CHRM1 antagonist = human CHRM1 antagonism; P11229; CHO-K1 hM1, Fluo-8 calcium fluorescence, ACh EC80 antagonist; inhibition, % at 3 µM; 360,000 tested, 1.3% active; AID 588852;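 active = percent inhibition above its own plate's cutoff, namely the mean of that plate's compound wells plus 3 SD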;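 note: peak over basal fluorescence ratio during 140 s after agonist addition; 0% = ACh EC80 plus DMSO and 100% = DMSO alone without agonist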
OXTR potentiator = human OXTR potentiation; activation, % at 3 µM; P30559; CHO-OTR cells, Fluo-8 calcium fluorescence, potentiator mode; 0% = oxytocin EC15, 100% = EC100; 320,000 tested, 0.061% active;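 active = activation above that plate's cutoff, the mean activation of tested compounds plus 3 SD, cut at about 6.6% in these data, passing the limit was not always enough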;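 note: 100% uses oxytocin at 75 nM as the full agonist control; some results filed as inactive read as strong as hits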
Target sequence (P30559 whole entry, looked up): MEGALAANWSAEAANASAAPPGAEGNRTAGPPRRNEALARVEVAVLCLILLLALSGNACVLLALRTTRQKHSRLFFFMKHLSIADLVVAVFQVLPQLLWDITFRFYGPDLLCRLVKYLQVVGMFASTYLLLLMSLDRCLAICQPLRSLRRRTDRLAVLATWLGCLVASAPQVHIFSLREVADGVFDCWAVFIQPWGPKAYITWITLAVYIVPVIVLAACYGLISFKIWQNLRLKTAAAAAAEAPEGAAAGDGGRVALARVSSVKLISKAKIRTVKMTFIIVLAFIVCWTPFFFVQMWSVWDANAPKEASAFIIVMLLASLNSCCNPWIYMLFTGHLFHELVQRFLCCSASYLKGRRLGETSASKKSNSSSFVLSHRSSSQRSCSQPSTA
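Material: human OTR in CHO cells. Compound: 3.0 µM, one dose. Timing: compound 6 min at room temperature before oxytocin, 100 s read. Evaluation: % activation of max/min ratio relative to oxytocin controls. Replication: single well per compound, singlicate. Signal: Fluo-8 calcium dye fluorescence.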
TAAR1 antag = antagonists of human TAAR1. Q96RJ0. CHO RD-HGA16 TAAR1, Fluo-8 calcium fluorescence, antagonist. 360,000 tested, 1.5% active. AID 624466. inhibition, % at 3 µM;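 active = inhibition above a per-plate cutoff, the mean inhibition of test compounds on that plate plus 3 SD, cut at about 49% in these data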;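 note: 0% = DMSO plus EC80 beta-PEA response and 100% = DMSO alone without agonist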
Target sequence (Q96RJ0 whole entry, looked up): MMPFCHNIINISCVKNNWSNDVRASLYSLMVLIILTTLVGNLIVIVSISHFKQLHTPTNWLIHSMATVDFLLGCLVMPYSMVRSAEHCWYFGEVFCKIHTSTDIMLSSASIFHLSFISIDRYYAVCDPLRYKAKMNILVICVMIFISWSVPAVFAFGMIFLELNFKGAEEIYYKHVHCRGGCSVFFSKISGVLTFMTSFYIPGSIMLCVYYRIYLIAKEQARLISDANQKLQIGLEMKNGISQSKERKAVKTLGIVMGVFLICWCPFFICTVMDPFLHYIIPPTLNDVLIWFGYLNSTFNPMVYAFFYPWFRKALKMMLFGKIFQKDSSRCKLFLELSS
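System: RD-HGA16 CHO cells with stable hTAAR1 and Gα16 | Probe or stimulus: EC80 β-phenethylamine stimulus | Dosing: 3 µM, single point | Times: Dye loading 75 min at 37 °C, then 30 min room temperature | Measured by: Fluo-8 calcium-sensitive fluorescence | Read-out basis: % inhibition of agonist calcium response | Replicates: n of 1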
TAAR1 ag = human TAAR1 agonism. 360,000 tested, 0.99% active. Q96RJ0. activation, % at 3 µM. CHO RD-HGA16 TAAR1, Fluo-8 calcium fluorescence; vehicle wells 0%, saturating PEA agonist 100%;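 active = activation above the mean activation of all test compounds in the run plus 3 SD, cut at about 38% in these data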
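Test system: RD-HGA16 (CHO) cells co-expressing Gα16 and hTAAR1 / Benchmarks: DMSO vehicle as 0%, PEA at EC100 as 100% / Repeats: no replicates (n 1) / Measure: % activation from peak over basal fluorescence ratio, DMSO-to-PEA scaled / Timing: 17-24 h plating, Fluo-8 75 min 37 °C, 30 min RT / Technique: kinetic Fluo-8 calcium fluorescence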
M1 ag = human M1 muscarinic receptor agonism | CHO-K1 hM1, Fluo-8 calcium fluorescence, agonist mode; 0% DMSO, 100% acetylcholine EC100 | activation, % at 3 µM | 360,000 tested, 0.33% active | AID 588814;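 active = activation above the run's mean compound activation plus 3 SD, cut at about 16% in these data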;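 note: peak over basal fluorescence ratio within a 140 s kinetic read after compound addition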
CHO-K1 Ca antag = M1 antagonist counterscreen hit in parental CHO-K1 cells. ATP-induced calcium, Fluo-8 fluorescence. inhibition, % at 3 µM. 360,000 tested, 0.6% active. AID 602250;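 active = inhibition above a per-plate cutoff, the plate's mean sample inhibition plus 3 SD, cut at about 24% in these data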;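 note: 0% = DMSO plus EC80 ATP and 100% = DMSO alone without ATP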
M1 ag parental = counter-screen for M1 agonists: effect in parental CHO-K1 cells. Fluo-8 calcium fluorescence; scaled to maximal ATP response, vehicle zero. activation, % at 3 µM. 360,000 tested, 0.48% active. AID 602248; in the data active = activation above about 15%;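 note: untransfected CHO-K1 host cells lacking M1 receptor as counterscreen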
CHO parental Ca = signal in parental CHO cells, OX1R antagonist counter-screen; parental CHO-K1, ATP-induced calcium, Fluo-8 fluorescence; inhibition, % at 5.6 µM; 330,000 tested, 0.63% active;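 active = inhibition above that plate's mean sample inhibition plus 3 SD, cut at about 26% in these data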;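 note: 0% = ATP-challenged DMSO wells and 100% = DMSO wells without ATP; some compounds past the cut are filed as inactive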
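material = parental CHO cells | also added = ATP as calcium-mobilizing challenge | dosing = single point at 5.6 µM | detection = intracellular calcium via Fluo-8 no-wash fluorescent dye | read-out = % inhibition | benchmarks = low control ATP plus DMSO, high control DMSO only | repeats = one well per compound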
Active calls of the source: *; . = not tested or not shown.

Molecule,M1 PAM parental,CHRM1 antagonist,OXTR potentiator,TAAR1 antag,TAAR1 ag,M1 ag,CHO-K1 Ca antag,M1 ag parental,CHO parental Ca
Cc1ccnn1CCC(=O)O,21.3,-5.0,-3.0,-21.2,-0.2,-1.4,-20.7,0.7,5.7
Cc1cccc(Oc2ccc(NC(=O)c3ccccc3C(=O)O)cc2)c1C,3.8,-1.0,-2.4,1.1,0.3,-6.7,0.5,0.1,-25.4
Cc1ccc(N=C2C(=S)N(c3ccc(C)cc3)C(=N)N2/N=C/c2ccc(Cl)cc2)cc1,9.7,3.2,-3.4,4.1,2.7,-5.0,2.6,0.3,-10.9
CCc1nnc(NC(=O)c2ccc(Cl)c(S(=O)(=O)N3CCc4ccccc4C3)c2)s1,0.5,-2.4,-5.2,26.2,3.8,3.7,-2.1,1.0,-0.6
CC(=O)Nc1cccc(-c2ccnc3c2CC(C(=O)Nc2cccc(N(C)C)c2)O3)c1 (stereo not drawn),2.4,-12.6,.,11.7,9.2,-0.4,-18.2,4.3,.
COC(=O)c1ccc2c(=O)[nH]c(CSc3nnc(C(F)(F)F)n3C)nc2c1,28.6,-7.6,2.8,-4.6,-0.5,-8.9,-11.8,0.7,8.9
Cc1ccc(OCC(=O)Oc2c(C)cccc2C)cc1C,7.1,-24.3,-15.1,1.7,8.7,0.2,0.8,0.9,8.6
COc1ccc(/C=N/NC(=O)CN2CCCCCCC2)c(C)c1C,-14.5,-15.1,-15.2,-19.1,-2.4,-6.5,-4.2,-0.3,-18.5
COc1cccc(CN(C)CC(=O)Nc2ccccc2C(=O)NC2CC2)c1,6.8,-0.6,-1.5,1.6,5.0,-2.8,-10.8,3.2,-7.7
COc1ccc(Oc2nc(-c3ccncc3)nc3ccccc23)cc1,19.3,-24.1,-6.2,10.1,-0.6,0.2,-13.6,0.7,-5.7
O=S(=O)(/N=C(\Sc1ccc(Cl)cc1)c1ccccc1)c1ccccc1,4.7,10.4,-2.0,-11.6,5.2,-5.2,-3.5,0.1,-7.4
Cc1ncoc1C(=O)Nc1cccc(Cl)c1C,21.4,-1.3,-4.4,10.3,4.6,-3.7,-14.2,0.4,-11.7
C=CCN1C(=O)c2cccc3c(Br)ccc(c23)C1=O,13.6,-3.3,-5.1,-30.7,2.7,-5.5,-4.7,1.6,-4.9
COc1ccc(CN2CCN(Cc3ccco3)CC2)c(OC)c1,-3.5,1.4,-21.0,14.5,-0.9,-6.3,-1.9,4.4,-15.9
Cn1c(-c2ccc3c(c2)OCO3)cnc1NCc1ccc(Cl)cc1,11.5,2.1,-2.3,7.9,24.6,-6.6,-1.5,1.2,-6.8
O=C(CN1C(=O)S/C(=C/C=C/c2ccccc2)C1=O)Nc1ccc(C(=O)O)cc1,21.3,2.5,-3.0,12.5,0.5,-2.2,-11.3,0.5,0.1
CC(C)(C)c1ccccc1OCCOCCN1CCCCCC1,14.9,-5.5,-16.3,-23.6,10.7,-7.6,-19.4,1.4,-8.8
CN(CC(=O)Nc1cc(S(=O)(=O)N2CCCC2)ccc1Cl)Cc1nc2ccccc2c(=O)[nH]1,-5.5,14.9,.,30.2,4.5,-6.3,-7.8,2.1,.
CSc1ncc(C(=O)Nc2ccccc2)cn1,14.9,-8.4,.,5.7,0.7,-3.1,-5.0,2.0,.
O=C(Nc1cccc(Cl)c1)c1ccc(F)c(S(=O)(=O)NCc2cccs2)c1,17.5,9.1,-10.0,9.8,18.1,-3.0,-6.2,8.9,-17.1
COc1ccc(/C=C/c2noc(-c3ccccc3O)n2)cc1,24.3,-7.2,-3.7,-4.4,-0.8,-2.5,-12.2,0.9,-7.6
O=C(Nc1ccc(F)c(Cl)c1)N1CCCCCC1,-21.8,-0.7,-5.7,-21.1,13.7,-0.1,13.2,0.6,9.8
Cc1cc(/C=C(/C#N)c2cccc(Cl)c2)c(C)n1C,9.6,-6.5,-1.4,-8.4,1.9,-4.0,-8.9,0.1,-12.5
COCCn1c(C)c(C)c(S(=O)(=O)c2ccccc2)c1N,15.9,-8.7,-12.0,-11.8,0.6,-1.6,-10.2,6.6,-1.0
O=C(N/N=C/c1ccncc1)c1cccc(NC(=O)c2ccccc2Cl)c1,19.3,7.0,-14.0,50.0*,16.3,-3.0,-4.4,4.4,-3.2
OC1(C#Cc2c(-c3ccsc3)oc3ccc(N4CCOCC4)cc23)CCCCC1,12.6,-2.5,-3.0,37.8,6.9,-3.6,-13.9,0.3,-41.2
O=C(/C=C/c1ccco1)Nc1cccnc1,9.6,-11.9,-4.9,-7.3,5.1,-4.5,-0.8,0.3,2.9
O=C(CNC(=O)c1ccc(Br)o1)NCc1ccccc1Cl,11.5,-7.7,.,-11.5,1.3,-0.8,-5.1,3.2,.
Nc1c(C(=O)NCc2ccco2)nnn1CC(=O)Nc1ccc2c(c1)OCO2,8.5,-8.3,1.3,-12.3,1.0,-5.8,8.7,7.2,-6.9
COc1ccc(N(C(=O)COc2ccc(F)cc2)S(=O)(=O)c2ccc(C)cc2)cc1,16.0,-4.5,-9.0,-13.1,1.0,-7.6,6.0,2.9,-12.8
COc1ccc(C(=O)C2CCCN(C(=O)CSC)C2)cc1OC (stereo not drawn),-9.2,-6.3,-3.4,-26.7,1.1,-3.4,0.5,0.2,-2.9
Cc1ccc2nc(C(F)C(F)(F)F)[nH]c2c1 (stereo not drawn),12.5,-1.1,-1.0,11.9,6.7,-9.2,-0.5,-0.4,-10.7
CCC(C)[C@H](NC(=O)c1cn(CC)c2cc3c(cc2c1=O)OCO3)C(=O)NCCCn1ccnc1 (stereo partly drawn),6.0,-5.1,0.1,-0.7,-0.1,-5.2,-5.7,0.2,-12.8
C=CCc1cc(Cl)ccc1OCCCNCCO,4.3,-1.8,-7.8,7.6,7.0,-11.6,2.7,2.0,2.2
CCN1CCN(CC(=O)N2N=C(c3ccc(OC)cc3)CC2c2ccc(OC)cc2)C(=O)C1=O (stereo not drawn),14.3,-4.5,8.3,43.0,0.0,-5.8,-12.3,3.3,-12.2
CCOC1=C2[C@@H](CN(S(=O)(=O)c3ccc(C)cc3)[C@H]2c2ccccc2F)[C@H]2C(=O)N(C3CCCCC3)C(=O)[C@H]2C1,6.0,-15.3,.,-21.1,-0.1,-3.2,8.2,0.4,.
O=C(O)c1ccc(Cl)c(S(=O)(=O)N(Cc2ccccc2)c2ccccc2)c1,16.7,-3.1,-8.4,6.5,-1.8,-3.3,-0.6,0.8,-2.8
CCOC(=O)Nc1ccc2c(c1)N(C(=O)CN)c1ccccc1CC2,23.9,-14.6,-7.2,-14.0,0.3,-7.0,-15.2,1.1,-17.3
Nc1cc2c(cc1Cl)-c1ccccc1C2=NO,11.5,-3.8,.,14.1,22.5,4.6,-5.2,7.2,.
CNC(=O)c1ccc(NC(=O)c2ccc3c(=O)n4c(nc3c2)CCC4)cc1,18.3,-1.8,2.2,52.5*,13.4,-0.6,-3.6,1.4,-5.3
CCN(C[C@H]1N[C@@](CC)(C(=O)OC)[C@H]2C(=O)N(Cc3ccccc3)C(=O)[C@@H]12)S(=O)(=O)c1ccc(OC)cc1,13.3,-4.2,-6.8,22.7,8.9,-4.8,-12.9,3.7,-23.1
Cc1ccc(-c2nnc(SCC#CCOC(=O)c3cccs3)o2)cc1,12.5,-4.5,-11.2,-7.7,-1.3,-4.2,-4.2,1.1,-9.8
O=S(=O)(Cc1noc(-c2ccc(Cl)cc2)n1)Cc1ccco1,2.7,-21.6,-5.4,-18.9,0.4,-0.9,-5.1,0.1,0.0
Cn1c(C(=O)NN)cc2cc(OCc3ccccc3)ccc21,14.8,1.1,-8.5,-27.6,1.2,-3.8,-3.5,0.9,3.3
Cc1cccc(C)c1-n1nnnc1SCc1nc(N)nc(N(C)C)n1,0.8,4.8,.,2.5,0.6,-1.2,6.3,1.5,.

Four entries drawn at random from the list so far:
Molecule,M1 PAM parental,CHRM1 antagonist,OXTR potentiator,TAAR1 antag,TAAR1 ag,M1 ag,CHO-K1 Ca antag,M1 ag parental,CHO parental Ca
COc1cccc(CN(C)CC(=O)Nc2ccccc2C(=O)NC2CC2)c1,6.8,-0.6,-1.5,1.6,5.0,-2.8,-10.8,3.2,-7.7
Cc1ccc2nc(C(F)C(F)(F)F)[nH]c2c1 (stereo not drawn),12.5,-1.1,-1.0,11.9,6.7,-9.2,-0.5,-0.4,-10.7
Cc1cc(/C=C(/C#N)c2cccc(Cl)c2)c(C)n1C,9.6,-6.5,-1.4,-8.4,1.9,-4.0,-8.9,0.1,-12.5
CC(C)(C)c1ccccc1OCCOCCN1CCCCCC1,14.9,-5.5,-16.3,-23.6,10.7,-7.6,-19.4,1.4,-8.8

Continued.
Molecule,M1 PAM parental,CHRM1 antagonist,OXTR potentiator,TAAR1 antag,TAAR1 ag,M1 ag,CHO-K1 Ca antag,M1 ag parental,CHO parental Ca
COc1ccc(Cl)cc1NC(=O)c1cnc2sccn2c1=O,3.4,3.0,0.5,-17.0,1.3,-0.2,8.1,0.0,-1.7
O=S(=O)(c1ccc2ccccc2c1)n1cnc2ccccc21,0.6,-2.7,-8.7,-12.2,-2.9,-3.9,-9.9,2.0,-20.6
CN1CCN(C(=O)c2ccccc2N(Cc2ccccc2)S(C)(=O)=O)CC1,1.5,8.9,-2.0,-7.2,7.2,-1.2,5.8,-0.2,-16.8
C[C@@H]1CN([C@H](C)CO)C(=O)CCCn2nncc2CO[C@H]1CN(C)C(=O)c1ccccc1,23.1,-7.8,.,-6.8,0.7,-2.5,-6.4,0.5,.
CCCOc1ccc(C(=O)Nc2ccc(NC(=O)c3cccs3)cc2)cc1,-18.4,7.3,-4.6,4.7,2.5,-4.8,7.8,0.4,-1.2
CC(C)Cc1nnc(NC(=O)Cc2ccccc2[N+](=O)[O-])s1,21.2,-7.2,-13.4,4.6,22.2,3.8,-18.1,5.9,-9.8
O=C(NCCc1ccccc1)C1COc2ccccc2O1 (stereo not drawn),-11.2,8.1,-5.5,-10.2,13.6,-3.9,6.6,0.1,3.6
Cc1cnc(C(=O)OCC(=O)N(CC(C)C)C2CCS(=O)(=O)C2)cn1 (stereo not drawn),-2.8,-0.8,-0.9,-8.4,3.9,-2.4,2.5,0.3,1.0
Nn1cnnc1SC1CCCCC1NS(=O)(=O)c1ccccc1 (stereo not drawn),-10.1,-11.8,-12.9,12.1,-0.1,-0.2,23.3,-0.2,8.0
